PABP1 MLLE inh: inhibitors of PABP1 MLLE–PAM2 peptide binding, primary screen, biochemical, fluorescence polarization, FITC-PAM2, GST-MLLE; AID 588489, 2011; hit rate 0.36% among 360,000; inhibition, % at 20 µM; Polyadenylate-binding protein 1 (Homo sapiens), P11940; in the data active = inhibition above about 35%, passing the limit was not always enough;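 note: plate controls were DMSO wells with GST-MLLE for no effect and wells lacking GST-MLLE protein for full effect; some results filed as inactive read as strong as hits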
MsrA act: bovine MsrA enzyme activators, primary screen, biochemical, absorbance, HTS; Methionine sulfoxide reductase A (Bos taurus); purified bovine MsrA, absorbance read-out; activation, % at 10.6 µM; hit rate 0.3% among 360,000; AID 602163, 2012; in the data active = activation above about 7.5%;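 note: 0% = vehicle and 100% = reference activator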
FAS-TE inh: FAS thioesterase domain inhibitors, primary screen, biochemical, fluorescence intensity, uHTS; recombinant FAS-TE, OMFH fluorogenic substrate, fluorescence endpoint; inhibition, % at 15 µM; hit rate 0.67% among 360,000; AID 602261, 2012;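 active = compounds whose normalised, plate-corrected inhibition of enzyme fluorescence in the single-dose primary screen is 50% or more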;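 note: 0% = DMSO with enzyme and 100% = substrate without enzyme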
Target sequence (P49327 whole entry, looked up, the tested form may be a part): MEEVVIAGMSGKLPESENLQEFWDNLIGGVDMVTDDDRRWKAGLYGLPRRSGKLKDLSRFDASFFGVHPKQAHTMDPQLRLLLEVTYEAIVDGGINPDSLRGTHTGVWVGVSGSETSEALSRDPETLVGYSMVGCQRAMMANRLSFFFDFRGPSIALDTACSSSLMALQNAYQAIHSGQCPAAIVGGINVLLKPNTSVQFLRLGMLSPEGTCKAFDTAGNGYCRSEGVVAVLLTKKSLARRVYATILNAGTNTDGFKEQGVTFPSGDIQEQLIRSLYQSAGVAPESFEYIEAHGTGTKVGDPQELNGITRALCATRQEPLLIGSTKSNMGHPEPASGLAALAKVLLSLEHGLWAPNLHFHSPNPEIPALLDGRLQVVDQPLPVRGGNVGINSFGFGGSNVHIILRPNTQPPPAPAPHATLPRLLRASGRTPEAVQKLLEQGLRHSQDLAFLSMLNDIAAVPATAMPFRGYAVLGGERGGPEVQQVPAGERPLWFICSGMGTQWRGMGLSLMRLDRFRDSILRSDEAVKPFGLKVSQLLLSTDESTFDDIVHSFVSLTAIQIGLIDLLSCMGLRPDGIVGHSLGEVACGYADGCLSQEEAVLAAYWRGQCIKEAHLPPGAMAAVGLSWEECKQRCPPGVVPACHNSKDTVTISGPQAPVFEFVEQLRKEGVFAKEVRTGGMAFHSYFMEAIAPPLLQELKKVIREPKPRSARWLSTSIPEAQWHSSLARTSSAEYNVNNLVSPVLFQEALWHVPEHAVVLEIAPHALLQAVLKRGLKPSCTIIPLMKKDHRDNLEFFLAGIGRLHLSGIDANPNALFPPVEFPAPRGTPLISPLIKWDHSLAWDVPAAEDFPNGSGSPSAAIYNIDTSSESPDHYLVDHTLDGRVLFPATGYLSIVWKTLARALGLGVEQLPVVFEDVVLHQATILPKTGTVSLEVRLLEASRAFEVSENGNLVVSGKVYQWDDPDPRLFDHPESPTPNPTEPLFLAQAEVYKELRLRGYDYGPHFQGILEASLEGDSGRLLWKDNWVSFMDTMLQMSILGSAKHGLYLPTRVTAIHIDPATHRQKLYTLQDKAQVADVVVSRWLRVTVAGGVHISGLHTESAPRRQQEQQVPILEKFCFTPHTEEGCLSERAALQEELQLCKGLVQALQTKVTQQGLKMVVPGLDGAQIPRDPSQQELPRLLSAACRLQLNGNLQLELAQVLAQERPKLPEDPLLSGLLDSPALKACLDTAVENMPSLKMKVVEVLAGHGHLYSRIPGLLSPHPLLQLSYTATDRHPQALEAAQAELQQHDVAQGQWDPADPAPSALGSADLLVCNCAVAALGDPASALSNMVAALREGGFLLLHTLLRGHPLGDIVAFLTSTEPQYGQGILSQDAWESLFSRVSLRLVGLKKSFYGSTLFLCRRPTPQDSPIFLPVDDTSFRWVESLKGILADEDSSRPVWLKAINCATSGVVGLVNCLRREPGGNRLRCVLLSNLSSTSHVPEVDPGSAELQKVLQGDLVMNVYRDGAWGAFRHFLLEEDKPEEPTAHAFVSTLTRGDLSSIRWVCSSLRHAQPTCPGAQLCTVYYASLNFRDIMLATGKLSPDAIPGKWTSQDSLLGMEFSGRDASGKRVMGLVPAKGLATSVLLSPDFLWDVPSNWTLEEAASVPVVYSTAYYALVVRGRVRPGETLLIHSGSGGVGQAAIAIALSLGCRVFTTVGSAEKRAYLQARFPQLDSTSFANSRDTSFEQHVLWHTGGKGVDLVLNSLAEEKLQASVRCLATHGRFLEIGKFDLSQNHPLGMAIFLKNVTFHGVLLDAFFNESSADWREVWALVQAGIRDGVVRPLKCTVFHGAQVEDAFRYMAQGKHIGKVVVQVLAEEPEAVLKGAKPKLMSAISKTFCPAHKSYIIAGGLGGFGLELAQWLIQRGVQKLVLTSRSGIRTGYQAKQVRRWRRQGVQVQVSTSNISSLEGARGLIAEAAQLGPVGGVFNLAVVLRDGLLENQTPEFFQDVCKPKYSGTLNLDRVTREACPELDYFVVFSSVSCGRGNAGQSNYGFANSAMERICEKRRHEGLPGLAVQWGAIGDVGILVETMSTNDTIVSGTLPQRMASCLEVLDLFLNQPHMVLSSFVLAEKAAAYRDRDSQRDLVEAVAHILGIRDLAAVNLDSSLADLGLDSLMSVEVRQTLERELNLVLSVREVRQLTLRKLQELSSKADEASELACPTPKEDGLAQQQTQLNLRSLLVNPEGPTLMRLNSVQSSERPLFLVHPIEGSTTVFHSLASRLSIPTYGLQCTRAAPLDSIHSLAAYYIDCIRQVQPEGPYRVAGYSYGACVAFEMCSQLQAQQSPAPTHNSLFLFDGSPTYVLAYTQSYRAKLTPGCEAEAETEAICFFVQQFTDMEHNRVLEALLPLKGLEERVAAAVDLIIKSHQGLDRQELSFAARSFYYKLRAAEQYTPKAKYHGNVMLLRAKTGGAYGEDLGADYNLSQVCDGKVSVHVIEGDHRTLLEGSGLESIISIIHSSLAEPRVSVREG
Neddylation inh: inhibitors of cullin neddylation, primary screen, biochemical, TR-FRET, uHTS, NAE and Ubc12 | NEDD8-conjugating enzyme Ubc12 (Homo sapiens) + NEDD8-activating enzyme E1 regulatory … | AID 651699, 2012 | calls only at 25 µM | hit rate 0.58% among 360,000; in the data active = inhibition above about 36%
MT1-MMP act inh: blockers of MT1-MMP proenzyme processing, primary screen, HT1080 RFP-PRO-GFP cells, GFP/RFP fluorescence; AID 651647, 2012; hit rate 0.061% among 360,000; GFP/RFP ratio change, % at 20 µM; Matrix metalloproteinase-14 (Homo sapiens), P50281; GFP/RFP ratio fluorescence, overnight; percent of plate control window, DMSO zero;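 active = GFP/RFP ratio change of at least 30% with cell ATP level not reduced by more than half and red fluorescence within 50% of control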; note: strong numbers were not always called active
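Material – HT1080 RFP-PRO-GFP cells · Control set – DMSO wells and RFP-L50D-GFP cells · Incubation – overnight cell settling, then overnight compound exposure, 37 °C, 5% CO2 · Compound dosing – single-point 20 µM compound, 1% DMSO · Read-out – GFP/RFP fluorescence ratio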
SKN-1 block: suppressors of acrylamide-induced Pgst-4::GFP reporter in worms, primary screen, SKN-1 inhibitor project, whole organism, uHTS, GFP/RFP fluorescence ratio, strain VP596; C. elegans VP596 Pgst-4::GFP/RFP ratio, 24 h; inhibition, % at 21.8 µM; hit rate 0.49% among 360,000; AID 624304, 2012;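 active = interference check ratio from 0.5 to 1.5 plus GFP to RFP signal ratio inhibition reaching or exceeding a fixed threshold, cut at about 30% in these data, passing the limit was not always enough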; note: some compounds called inactive have numbers as strong as hits
CendR NRP1 mod: modulators of CendR peptide binding to NRP-1, primary screen, biochemical, fluorescence polarization, uHTS. inhibition, % at 25 µM. Neuropilin-1 (Homo sapiens), O14786. hit rate 0.85% among 360,000. FAM-RPARPAR peptide binding to NRP-1;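 active = inhibition or corrected inhibition above about 18%, plus a signal ratio from 0.5 to 1.5, limit read from the data, passing the limit was not always enough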; note: strong numbers were not always called active
Rin1-Abl PPI inh: inhibitors of Rin1-Abl protein binding, primary screen, biochemical, TR-FRET | Tyrosine-protein kinase ABL1 (Homo sapiens) + Ras and Rab interactor 1 (Homo sapiens), … | inhibition, % at 7.35 µM | hit rate 0.4% among 360,000 | AID 588664, 2011; in the data active = inhibition above about 5%, passing the limit was not always enough
eLon inh: inhibitors of E. coli Lon protease, primary screen, biochemical, fluorescence polarization. purified E. coli Lon protease. inhibition, % at 7.94 µM. hit rate 0.42% among 360,000. P0A9M0; in the data active = inhibition above about 13%, passing the limit was not always enough;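 note: 0% = enzyme with probe and DMSO and 100% = no enzyme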
An asterisk follows results filed as active; i = inactive; . = no result given; + = active, no number.

Values run as follows: PABP1 MLLE inh | MsrA act | FAS-TE inh | Neddylation inh | MT1-MMP act inh | SKN-1 block | CendR NRP1 mod | Rin1-Abl PPI inh | eLon inh
> CC(C)C[C@@H](CN1CCC[C@@H]1CN1C(=S)NC[C@@H]1Cc1ccc(O)cc1)N1C[C@H](Cc2ccc(O)cc2)N(CC2CCCCCC2)C1=S
→ 7 | -8 | -80 | i | -2 | -5 | -19 | 2 | 2
> Cc1ccc(-n2nnnc2SCC(=O)NNC(=O)c2ccc([N+](=O)[O-])cc2)cc1
→ -42 | -2 | 0 | i | 5 | 0 | 2 | 0 | 5
> O=C(C[C@@H]1CC[C@@H]2[C@H](COC[C@@H](O)CN2Cc2cc(F)ccc2F)O1)NCc1ccc(F)cc1
→ . | . | . | i | 0 | -3 | 5 | . | .
> Cc1ccc(C)c(S(=O)(=O)NNC(=O)c2sc(NS(=O)(=O)c3ccccc3)nc2C)c1
→ 3 | -9 | -2 | i | 4 | -9 | 4 | 2 | 1
> COC(=O)c1[nH]c2ccccc2c1Sc1ccccc1
→ 4 | -1 | 8 | i | -2 | -4 | 1 | -37 | 3
> CCOC(=O)c1c(S(=O)(=O)NCc2ccc(C)o2)c(C)n(C)c1C
→ -10 | -1 | -7 | i | 12 | 17 | -16 | -3 | 0
> CCOc1ccccc1N1CC(C(=O)NCCc2ccc(S(N)(=O)=O)cc2)CC1=O (stereo not drawn)
→ -5 | -2 | -8 | i | -3 | -4 | -11 | -1 | 4
> Cc1cc(C=O)c(C)n1-c1sc2c(c1C(=O)O)CCCC2
→ 21 | -2 | -12 | i | 4 | 12 | -3 | -2 | -19
> O=C(N/N=C/c1nn(-c2ccccc2)cc1-c1ccccc1)c1ccncc1
→ 13 | -1 | -1 | + | -3 | 2 | -6 | -2 | -16
> COc1ccccc1CCN=C(N)NS(=O)(=O)c1ccccc1
→ 12 | -4 | -2 | i | 2 | -1 | -12 | 3 | -5
> O=C(Nc1nccs1)c1ccc2ccccc2c1
→ -18 | -3 | 3 | i | 4 | 44* | 2 | 1 | 3
> CNc1cccccc1=S
→ 49* | -4 | -8 | i | -3 | 6 | 25* | 2 | 1
> CC(C)c1ccccc1OCCNC(=O)c1cccnc1
→ 0 | -9 | -7 | i | 5 | 1 | 5 | -1 | -6
> CN1CCN(C(=O)c2ccc(OCCOc3ccccc3)cc2)CC1
→ 12 | -2 | -5 | i | 1 | 8 | -12 | 1 | -7
> Cc1ccnc(NS(=O)(=O)c2ccc(NC(=O)CC(C)c3ccccc3)cc2)n1 (stereo not drawn)
→ -12 | -2 | -2 | i | 2 | 5 | 14 | 1 | -2
> OCCN(Cc1ccccc1)Cc1cccc(Cl)c1Cl
→ 0 | -3 | 16 | i | -8 | 18 | 1 | -3 | -6
> COc1cc(C(=O)NC2(C(F)(F)F)NC(=O)N(CCCc3ccccc3)C2=O)cc(OC)c1OC (stereo not drawn)
→ 10 | -2 | 9 | i | 6 | 18 | -16 | -2 | -1
> COc1ccccc1-n1c2nc3ccccc3nc2c2c(=O)n(-c3cc(C)cc(C)c3)cnc21
→ -3 | -11 | 92* | i | -4 | 14 | -7 | 0 | -1
> CCc1ccc(N(C(=O)CNC(=O)c2cccs2)C(C(=O)NC(C)(C)C)c2cc(OC)c(OC)c(OC)c2)cc1 (stereo not drawn)
→ 10 | -1 | 4 | i | 3 | 8 | -2 | -2 | -14
> CSc1ccccc1C(=O)NCCSc1ccc(C)cc1
→ -13 | -1 | 12 | i | 2 | -8 | 2 | 0 | -10
> CC(C)N(c1ccccc1)c1ccc(NC(=O)[C@@H]2O[C@H](CO)[C@@H](O)[C@H]2O)cc1
→ -3 | -6 | -3 | i | 2 | 28 | -8 | 0 | -5
> C=CCn1c(Sc2ccccc2)nc2c1c(=O)[nH]c(=O)n2C
→ -10 | 1 | -6 | i | 3 | 7 | 6 | -1 | -2
> O=C(Cn1cccc1C(=O)c1ccccc1)NCc1ccc(F)cc1
→ 4 | -3 | 1 | i | 2 | -4 | 5 | -3 | -5
> COCCNC(=O)C1(C)CCN(C(=O)c2nc(C)oc2C)C1 (stereo not drawn)
→ 5 | 0 | -6 | i | 4 | 11 | 0 | 2 | 0
> CCCCOc1ccc(S(=O)(=O)N2CCCCCC2)cc1
→ -11 | -3 | 24 | i | 0 | 12 | 9 | 2 | -8
> CC(C)CC(N)c1csc(NC(=O)Nc2ccccc2C(C)C)n1 (stereo not drawn)
→ 14 | 4 | -9 | i | 1 | -9 | -14 | 3 | 4
> Cc1c(N2C(=O)/C(=C/c3ccccc3)SC2=S)c(=O)n(-c2ccccc2)n1C
→ 24 | -11 | -4 | i | 3 | 7 | -1 | 0 | 3
> Cc1ccccc1S(=O)(=O)NC(=O)C1(C)CCN1C(=O)Cc1ccccc1Cl (stereo not drawn)
→ 0 | 0 | -4 | i | -4 | 18 | -5 | -3 | -8
> CSc1cccc(NC(=S)N(CCCN2CCCC2)Cc2cccn2Cc2ccc(Cl)cc2)c1
→ -46 | 0 | 34 | i | -8 | 7 | 8 | -1 | 6
> COC(=O)c1ccccc1NC(=O)CNc1ccc(F)c(S(=O)(=O)N2CCOCC2)c1
→ 8 | -5 | 2 | i | -2 | 4 | 4 | 1 | 6
> COc1ccc(C(=O)OCC(=O)Nc2ccc3c(c2)OCO3)cc1S(=O)(=O)N1CCOCC1
→ -6 | -1 | -4 | i | 6 | 3 | 3 | 4 | -8
> COc1cc(O)c(C(CC(=O)N2CCCCC2)c2ccc3c(c2)OCO3)c(OC)c1 (stereo not drawn)
→ 16 | -1 | -4 | i | -3 | 19 | -2 | 4 | 3
> Cc1cccc(NC(=O)/C(C#N)=C\c2cc(C)n(-c3ccc(C(=O)O)cc3)c2C)c1
→ -5 | -4 | -6 | i | -7 | 7 | -7 | 4 | 1
> O=C(CN(Cc1ccco1)C(=O)CCC(=O)Nc1ccccn1)NCCc1ccccc1
→ -7 | -2 | -4 | i | 1 | 8 | -6 | 1 | 1
> COc1cccc(N2CCN(S(=O)(=O)c3cc4c(cc3C)N(C)CCO4)CC2)c1
→ -1 | -8 | 22 | i | 0 | -11 | -6 | 1 | -10
> Cc1ccc(/C(COc2ccccc2O)=N\O)cc1
→ -8 | -3 | -3 | i | -1 | 6 | 12 | 5 | -5
> CNc1nc(SCc2ccc(C)cc2)nc2c1CCCC2
→ -9 | 1 | 13 | i | 0 | -6 | 11 | 3 | 11
> CN(CC1CCCCO1)C(=O)c1cc(COc2ccc(F)cc2Cl)on1 (stereo not drawn)
→ 13 | -1 | 4 | i | 0 | 21 | -5 | 1 | -5
> Cc1ccc(NC(=O)CN(C)C(=O)CSc2ncc(C(F)(F)F)cc2Cl)cc1
→ 2 | -3 | -7 | i | -3 | 6 | -6 | -1 | -18
> c1ccc(C2c3c(ccc4ccccc34)Oc3ncn4nc(-c5ccco5)nc4c32)cc1 (stereo not drawn)
→ -19 | -3 | 77* | i | -12 | 14 | 6 | -3 | 4

Entries of single compounds from above.
O=C(CN(Cc1ccco1)C(=O)CCC(=O)Nc1ccccn1)NCCc1ccccc1 as listed: PABP1 MLLE inh: -7; MsrA act: -2; FAS-TE inh: -4; Neddylation inh: i; MT1-MMP act inh: 1; SKN-1 block: 8; CendR NRP1 mod: -6; Rin1-Abl PPI inh: 1; eLon inh: 1
Cc1ccc(/C(COc2ccccc2O)=N\O)cc1 as listed: PABP1 MLLE inh: -8; MsrA act: -3; FAS-TE inh: -3; Neddylation inh: i; MT1-MMP act inh: -1; SKN-1 block: 6; CendR NRP1 mod: 12; Rin1-Abl PPI inh: 5; eLon inh: -5
Cc1ccc(NC(=O)CN(C)C(=O)CSc2ncc(C(F)(F)F)cc2Cl)cc1 as listed: PABP1 MLLE inh: 2; MsrA act: -3; FAS-TE inh: -7; Neddylation inh: i; MT1-MMP act inh: -3; SKN-1 block: 6; CendR NRP1 mod: -6; Rin1-Abl PPI inh: -1; eLon inh: -18

Following part.
Values run as follows: PABP1 MLLE inh | MsrA act | FAS-TE inh | Neddylation inh | MT1-MMP act inh | SKN-1 block | CendR NRP1 mod | Rin1-Abl PPI inh | eLon inh
> COCCn1c(SCC(=O)NCc2ccco2)nc2cccnc21
→ -17 | 1 | -8 | i | -3 | 0 | 4 | 1 | -5
> Cc1ccc(NC(=O)c2cc3ccccc3o2)cc1
→ -1 | -1 | 8 | i | 2 | 24 | 18 | -6 | -6
> Cc1ccc(CNC(=O)C2CC(c3ccc(C(F)(F)F)cc3)=NO2)o1 (stereo not drawn)
→ -1 | -2 | -8 | i | 4 | -1 | 4 | -1 | 0
> CCOC(=O)Cc1nnc(NC(=O)CSc2ccc(C)cc2)s1
→ 1 | -1 | -1 | i | -8 | -15 | -20 | 5 | -9
> COc1ccc(/C=C2\SC(=O)N(CC(=O)Nc3ccccc3O)C2=O)cc1OC
→ 4 | -2 | -5 | i | 3 | 35* | 8 | -1 | -3
> Cc1ccc(NC(=O)Cn2c(-c3ccc(F)cc3)cnc2SCC(=O)Nc2c(C)cccc2C)cc1
→ 22 | -2 | -9 | i | 2 | 4 | -13 | -4 | -6
> CC(=O)c1n[nH]nc1NC(=O)c1ccccc1
→ 7 | -3 | -9 | i | 1 | 1 | 10 | -4 | 16
> COC(=O)C1CN(C(=O)COc2ccc(Cl)c(C)c2)c2ccccc2O1 (stereo not drawn)
→ 7 | -7 | 10 | i | -2 | -6 | 13 | 0 | -3
> COc1ccc(N2CCN(C(=O)c3cc(=O)c4ccc(C)cc4o3)CC2)cc1
→ 8 | -5 | 2 | i | 0 | -6 | -5 | 1 | -4
> COc1c(OC)c2[nH]c(=O)cc3c4ccccc4n(c1=O)c23
→ 23 | -1 | 1 | . | -10 | 3 | 5 | -1 | -7
> COC(=O)c1ccc(-c2ccco2)n1Cc1cccc(C)c1
→ -22 | -3 | 18 | i | -2 | 4 | -8 | -2 | -2
> COc1ccc(CNC(=O)C2CSC(=O)C2)cc1 (stereo not drawn)
→ 13 | -2 | 3 | i | 3 | 11 | 1 | -5 | 1
> COC(=O)C1CCN(C(=O)CC(NC(=O)C(F)(F)F)c2cccs2)CC1 (stereo not drawn)
→ 8 | -2 | -4 | i | -4 | -4 | 0 | -3 | -2
> CCCCCC(=O)NC(NC(=S)Nc1ccc(S(N)(=O)=O)cc1)C(Cl)(Cl)Cl (stereo not drawn)
→ 20 | 2 | 9 | i | 6 | 15 | 18 | 1 | 0
> CCCn1c(=C(C#N)C#N)s/c(=C2\C=Cc3ccccc3N2CC)c1=O
→ 40* | -2 | -13 | i | 12 | 9 | 7 | 1 | -1
> O=C(CSc1nnc(-c2ccccc2)o1)NC1CCCCC1
→ -11 | -3 | 0 | i | 2 | -25 | 1 | 0 | 1

2 successive records out of the list so far, for reference:
Values run as follows: PABP1 MLLE inh | MsrA act | FAS-TE inh | Neddylation inh | MT1-MMP act inh | SKN-1 block | CendR NRP1 mod | Rin1-Abl PPI inh | eLon inh
> CCCCCC(=O)NC(NC(=S)Nc1ccc(S(N)(=O)=O)cc1)C(Cl)(Cl)Cl (stereo not drawn)
→ 20 | 2 | 9 | i | 6 | 15 | 18 | 1 | 0
> CCCn1c(=C(C#N)C#N)s/c(=C2\C=Cc3ccccc3N2CC)c1=O
→ 40* | -2 | -13 | i | 12 | 9 | 7 | 1 | -1

Compound activity from PubChem.

An unsorted share of the library. About 4% of those tested had a hit in this group.
